# CRFBP-R2 block: antagonists of CRF-BP/CRF-R2 complex, primary screen, cell-based, HEK293, calcium dye fluorescence, uHTS. CRF-induced calcium fluorescence. inhibition, % at 11.8 µM. 350,000 compounds, 0.59% hits. AID 588475, 2011;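 active = inhibition of the ligand-induced calcium signal above about 50% at the single tested concentration, limit read from the data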
# IDE act: human IDE activators in live cells, primary screen, fluorescence polarization, HEK cells, FAbeta-B substrate; Insulin-degrading enzyme (Homo sapiens), P14735; FAbeta-B cleavage; 0% vehicle, 100% cell-free pure enzyme wells; activation, % at 5.96 µM; 340,000 compounds, 0.073% hits; AID 493087, 2011;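 active = activation above the mean of all tested compounds plus 3 SD, set per screening campaign, cut at about 17% in these data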
# IDE cell inh: human IDE inhibitors in live cells, primary screen, fluorescence polarization, HEK cells, FAbetaB substrate; 320,000 compounds, 0.41% hits; FAbetaB cleavage; Insulin-degrading enzyme (Homo sapiens), P14735; inhibition, % at 5.59 µM;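 active = percent inhibition above the average of all tested compounds plus 3 SD, set per screening campaign, cut at about 16% in these data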;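 note: IDE supplied by intact live HEK cells; FP after avidin binding of uncleaved biotin substrate so inhibition keeps polarization high; 0% = DMSO wells and 100% = 60 µM reference IDE inhibitor Ii1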
# PHOSPHO1 block: PubChem AID 1565; Phosphoethanolamine/phosphocholine phosphatase (Homo sapiens), Q8TCT1; recombinant PHOSPHO1, absorbance phosphatase assay; 290,000 compounds, 1.1% hits; inhibition, % at 13.3 µM; in the data active = inhibition above about 60%
# GalR3 antag: GalR3 antagonists in HEK293 cells, primary screen, cell-based, fluorescence readout | Galanin receptor type 3 (Homo sapiens), O60755 | HEK293 GalR3-CNG cAMP membrane potential fluorescence; galR3 body fused to GalR1 C-terminus | inhibition, % at 3 µM | 360,000 compounds, 0.44% hits;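 active = inhibition above the screen-wide average plus 3 SD, cut at about 13% in these data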;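 note: forskolin and galanin both at EC90 stimulate the cells; cAMP rise reported by CNG channel membrane potential dye signal; 0% = forskolin plus galanin with DMSO and 100% = forskolin alone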
# CHRM4 PAM: human M4 muscarinic receptor positive allosteric modulators, primary screen, CHO-K1 cells, Fluo-8 calcium fluorescence; Muscarinic acetylcholine receptor M4 (Homo sapiens), P08173; CHO-K1 hM4/Gqi5, ACh EC20; 0% = ACh EC20, 100% = maximal ACh; activation, % at 3 µM; 360,000 compounds, 0.4% hits;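 active = activation above its plate's cutoff, the mean activation of sample wells plus 3 SD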; note: some results filed as inactive read as strong as hits
# p-CIP stab down: p/CIP-EGFP fusion destabilizers, primary screen, fluorescence, F442A cells; 290,000 compounds, 0.01% hits; decrease of EGFP signal, % at 10 µM; 16 h; AID 1984, 2009; Q05BA5;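 active = EGFP signal decrease of at least 30% at 10 µM or well 3 SD below plate mean, unless failing retest; inactive = the rest, including hits failing retest or dose response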; note: some compounds called inactive have numbers as strong as hits; many of its hits are not listed in these tables
# Target sequence (Q05BA5 1-1403): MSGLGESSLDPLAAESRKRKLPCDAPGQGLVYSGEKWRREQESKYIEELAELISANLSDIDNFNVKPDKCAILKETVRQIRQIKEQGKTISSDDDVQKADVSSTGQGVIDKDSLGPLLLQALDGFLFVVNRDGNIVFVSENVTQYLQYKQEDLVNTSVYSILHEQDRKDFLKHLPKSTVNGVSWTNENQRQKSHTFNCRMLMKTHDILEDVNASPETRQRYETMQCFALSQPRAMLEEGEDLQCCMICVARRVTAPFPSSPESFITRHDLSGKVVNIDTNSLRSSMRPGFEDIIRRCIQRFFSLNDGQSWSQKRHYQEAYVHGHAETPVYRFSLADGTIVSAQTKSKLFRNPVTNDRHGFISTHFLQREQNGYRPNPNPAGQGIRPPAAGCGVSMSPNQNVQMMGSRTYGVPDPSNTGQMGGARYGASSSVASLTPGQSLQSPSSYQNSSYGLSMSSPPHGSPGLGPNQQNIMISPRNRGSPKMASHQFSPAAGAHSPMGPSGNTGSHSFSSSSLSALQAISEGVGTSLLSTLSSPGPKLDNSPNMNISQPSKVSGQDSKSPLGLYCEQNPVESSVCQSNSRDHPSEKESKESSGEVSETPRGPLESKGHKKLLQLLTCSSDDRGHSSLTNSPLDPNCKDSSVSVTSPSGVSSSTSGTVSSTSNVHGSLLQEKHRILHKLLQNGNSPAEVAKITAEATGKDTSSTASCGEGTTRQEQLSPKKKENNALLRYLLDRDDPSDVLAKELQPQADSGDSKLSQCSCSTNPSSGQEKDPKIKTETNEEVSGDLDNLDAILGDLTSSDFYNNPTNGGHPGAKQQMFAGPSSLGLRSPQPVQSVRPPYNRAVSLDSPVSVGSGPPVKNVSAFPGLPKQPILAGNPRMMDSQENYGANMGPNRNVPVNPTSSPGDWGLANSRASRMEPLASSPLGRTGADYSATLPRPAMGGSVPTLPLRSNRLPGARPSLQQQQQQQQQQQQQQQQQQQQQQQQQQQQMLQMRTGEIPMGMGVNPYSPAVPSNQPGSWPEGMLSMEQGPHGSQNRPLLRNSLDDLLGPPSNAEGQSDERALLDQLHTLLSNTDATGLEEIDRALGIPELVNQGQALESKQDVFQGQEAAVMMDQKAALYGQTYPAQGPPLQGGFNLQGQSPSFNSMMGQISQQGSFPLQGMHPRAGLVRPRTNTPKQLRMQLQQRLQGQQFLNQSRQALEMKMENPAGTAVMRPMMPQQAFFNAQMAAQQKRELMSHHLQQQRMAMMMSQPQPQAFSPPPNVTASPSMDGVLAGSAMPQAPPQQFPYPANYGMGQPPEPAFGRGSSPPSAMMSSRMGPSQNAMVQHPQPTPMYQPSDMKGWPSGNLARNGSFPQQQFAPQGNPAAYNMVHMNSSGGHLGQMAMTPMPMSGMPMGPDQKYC
# MEKK3 PB1 HTS: modulators of MEKK3-MEK5 PB1 binding, primary screen, biochemical, wildtype MEKK3, multiplex bead flow cytometry, Alexa488-MEK5; binding response (% of control), % at 10 µM; bead-based flow cytometry, Alexa488-MEK5 binding to MEKK3; actives lie on both sides; 0 = blocked by unlabeled MEK5, 100 = vehicle; AID 1529, 2009; 290,000 compounds, 1.4% hits; Mitogen-activated protein kinase kinase kinase 3 (Homo sapiens), Q99759;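 active = binding response more than 3 SD above or below the average of its plate-row segment, actives on both sides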;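 note: Alexa488 bead fluorescence after subtracting the streptavidin-only scavenger bead signal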
# CRFR2-BP ag: agonists of CRF-BP/CRF-R2 complex, primary screen, cell-based, HEK293, calcium dye fluorescence, uHTS; CRF-binding protein / CRF receptor 2 complex (human); calcium dye fluorescence (FLIPR); percent of saturating CRF peptide response; activation, % at 13.2 µM; 350,000 compounds, 0.46% hits; AID 588473, 2011;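 active = activation of at least 50%, plus an integration ratio under a set limit after plate pattern correction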;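 note: plate controls were neutral control wells without compound for no effect and CRF at EC100 for full effect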
# * marks the source's active call; other numbers are inactive results; / = not tested or not shown; [ ] = dose if it differs, or a comment.
SMILES,CRFBP-R2 block,IDE act,IDE cell inh,PHOSPHO1 block,GalR3 antag,CHRM4 PAM,p-CIP stab down,MEKK3 PB1 HTS,CRFR2-BP ag
CCOCCc1nnc(NC(=O)Cc2c(F)cccc2Cl)s1,-15,-4,5,26,4,19*,-2,119,0.6
CC(C)c1ccc(C2C3CSCC=C3C(C#N)=C(N)C2(C#N)C#N)cc1 (stereo unspecified),/,/,13,19,/,/,-7,1.0*[inhibitor],/
CCN(CC)C(=O)CN(c1cccc(OC)c1)S(=O)(=O)c1ccc(C)cc1,-50,2,-1,-15,-3,-1,-16,101,-0.3
CCn1c(=O)c(NC(=O)c2ccccc2)c2n(c1=S)CCCCC2,-9,0,-3,-9,3,10,-4,97,-1.4
CC(C)[C@H](NC(=O)[C@@H]1Cc2ccccc2CN1)C(=O)NC1CCCCC1,-1,2,-1,32,-7,13,-3,105,-2.1
O=C(O)CSc1nnc(CNc2ccc(Cl)cc2)n1Cc1ccccc1,12,4,-6,23,2,4,-8,105,0.3
Cc1cc(C)c(S(=O)(=O)Nc2ccc(C(N)=O)cc2)c(C)c1,22,2,4,16,-2,-3,-16,103,6.0
CCC1CCCCN1C(=O)c1ccc(OC2CCN(C(=O)C3CC3)CC2)cc1 (stereo unspecified),-2,3,-3,49,-1,-1,-15,100,-1.2
Cc1ccc(S(=O)(=O)Cn2nnnc2C(c2ccccn2)N2CCN(c3ccccc3)CC2)cc1 (stereo unspecified),7,4,-2,-2,2,8,-10,104,-1.8
COc1ccccc1-c1cc(C(=O)O)c2c(=O)n(C)c(=O)n(Cc3ccccc3)c2n1,-5,3,-1,22,-8,5,-4,103,1.0
O=[N+]([O-])c1ccccc1Nc1nc(-c2cccnc2)cs1,3,5,-7,25,-2,5,-5,108,-0.8
CCOC(=O)Cn1cnc2sc3c(c2c1=O)CCC3,4,1,-2,7,0,2,4,94,0.2

# Marked active in MEKK3 PB1 HTS (from the list above):
SMILES,CRFBP-R2 block,IDE act,IDE cell inh,PHOSPHO1 block,GalR3 antag,CHRM4 PAM,p-CIP stab down,MEKK3 PB1 HTS,CRFR2-BP ag
CC(C)c1ccc(C2C3CSCC=C3C(C#N)=C(N)C2(C#N)C#N)cc1 (stereo unspecified),/,/,13,19,/,/,-7,1.0*[inhibitor],/

# (cont.)
SMILES,CRFBP-R2 block,IDE act,IDE cell inh,PHOSPHO1 block,GalR3 antag,CHRM4 PAM,p-CIP stab down,MEKK3 PB1 HTS,CRFR2-BP ag
CNS(=O)(=O)c1ccc(CCC(=O)N2CCOCC2)cc1,13,6,5,/,-5,3,/,105,-1.2
Cc1cc(NC(=O)CSc2nnc(C(C)N(C)C)n2-c2ccc(F)cc2)no1 (stereo unspecified),1,1,5,21,0,2,5,105,-1.0
Cc1cccn2cc(CNc3ccccc3)nc12,-26,1,-4,-5,-5,6,8,101,-2.5
COc1cc(C(C(=O)NC2CCCC2)N(Cc2ccco2)C(=O)c2snc(C(N)=O)c2N)cc(OC)c1OC (stereo unspecified),-6,4,2,24,-8,-5,-6,99,-1.6
COC(=O)[C@@H]1C[C@H]2CC[C@H](O)C[C@H]2N1Cc1ccc(C(C)(C)C)cc1,-39,1,0,40,-8,5,-1,94,-3.7
CCOC(=O)c1c(C)[nH]c(C)c1S(=O)(=O)Nc1ccc(CN2CCCCC2)cc1,-9,2,2,45,-6,4,-6,97,1.2
CCCOc1c(Br)cc(C(=O)OCC(=O)NC2CC2)cc1OC,7,-5,2,/,-4,8,/,/,-0.5
CCOC(=O)c1c(CC(C)C)csc1/N=C/C1C(=O)CC(C)(C)CC1=O,-63,-5,-1,12,-1,2,-4,97,17
O=S(=O)(Nc1nc2ccccc2nc1-[n+]1cccc(N=C([O-])c2ccc(Cl)cc2)c1)c1ccccc1,-42,/,4,33,-3,/,-6,92,6.3
CCOC(=O)c1cc(-c2ccccc2C)n(CC2CC(c3ccc(OC)cc3)=NO2)n1 (stereo unspecified),9,2,-1,/,-3,-5,/,/,0.8
COCCCNC(=O)C[C@H]1C[C@H](C(=O)N2CCCCC2)[C@@]2(C)c3[nH]c4ccc(Cl)cc4c3CCN2C1=O,25,-2,/,/,-5,5,/,/,-3.7
C/C(=N/NC(=O)c1ccc(Br)s1)c1cccnc1,-11,7,/,53,-4,17,-6,100,0.2

# Complete entries from above.
# Entry for CCOC(=O)c1c(CC(C)C)csc1/N=C/C1C(=O)CC(C)(C)CC1=O : CRFBP-R2 block: -63; IDE act: -5; IDE cell inh: -1; PHOSPHO1 block: 12; GalR3 antag: -1; CHRM4 PAM: 2; p-CIP stab down: -4; MEKK3 PB1 HTS: 97; CRFR2-BP ag: 17
# Entry for CCCOc1c(Br)cc(C(=O)OCC(=O)NC2CC2)cc1OC : CRFBP-R2 block: 7; IDE act: -5; IDE cell inh: 2; PHOSPHO1 block: /; GalR3 antag: -4; CHRM4 PAM: 8; p-CIP stab down: /; MEKK3 PB1 HTS: /; CRFR2-BP ag: -0.5

# Later entries.
SMILES,CRFBP-R2 block,IDE act,IDE cell inh,PHOSPHO1 block,GalR3 antag,CHRM4 PAM,p-CIP stab down,MEKK3 PB1 HTS,CRFR2-BP ag
O=C1CC(N2CCN(c3ccccc3)CC2)C(=O)N1c1ccc(Cl)cc1 (stereo unspecified),-6,-1,-5,3,-2,3,5,102,-1.5
CCOC(=O)c1c(NC(=O)c2ccco2)sc2c1CCCCC2,-31,0,-1,3,-3,4,3,97,1.1
CCC(C(=O)OC)n1cnc2c(nnn2-c2ccccc2)c1=O (stereo unspecified),8,5,-2,41,/,10,-3,101,2.6
O=C(NCc1ccc2c(c1)OCO2)c1nn(-c2ccccc2)c(=O)c2ccccc12,8,1,5,-78,-4,2,3,97,4.9
Cc1sc(NC(=O)C2=COCCO2)c(C#N)c1C,-7,-2,1,/,-3,11,/,/,0.4
CCOC(=O)c1ccc(S(=O)(=O)N2CCN(CC(O)COc3cccc(C(C)=O)c3)CC2)cc1 (stereo unspecified),7,0,/,15,-8,6,-12,100,-2.6
CC1([N+](=O)[O-])COC2(OC1)C(=O)Nc1ccccc12 (stereo unspecified),-2,-5,-1,25,-10,-18,2,107,-2.5
O=c1[nH]c(N2CCN(c3ccccc3)CC2)nc2c1CCC2,-35,-1,2,10,2,18,1,114,3.5
CCC(=O)Nc1ccccc1Nc1cc(C#N)c(C#N)cc1[N+](=O)[O-],5,1,-1,0,-2,2,-10,111,-0.8
O=C(CSCc1n[nH]c(=O)[nH]1)NCCOc1cccc(Oc2ccccc2)c1,-4,0,-2,-18,1,2,3,96,2.1
Cc1occc1C(=O)NN=C1C2CC3CC(C2)CC1C3,0,10,3,-3,-5,18,6,97,0.0
Cc1c(CC(=O)N[C@@H](C)C(=O)O)c(=O)oc2cc3c(cc12)CCC(C)(C)O3,5,8,0,-30,-11,3,-5,97,-0.1
CC(=O)c1ccccc1OCC(=O)Nc1cccc(S(=O)(=O)N2CCCC2)c1,-5,1,-6,/,-1,-1,/,/,-0.1
Cn1c(NNC(=O)CCC2CCCCC2)cc(=O)n(C)c1=O,-12,1,2,4,/,10,-4,81,3.4
CC(=O)c1ccc(N2CCN(c3ncc(C(F)(F)F)cc3Cl)CC2)cc1,19,-2,-5,6,-1,-4,-9,97,2.7
COc1ccc(-c2[nH]ncc2CN(CC2CCC(=O)N2)C(C)C)cc1F (stereo unspecified),9,3,-1,17,4,-9,-1,94,-0.4
CCn1cc([N+](=O)[O-])c(C(=O)N2N=C(c3ccc4ccccc4c3)CC2c2ccccc2O)n1 (stereo unspecified),6,4,9,-7,-4,1,-6,120,-0.5
Cc1cc(Oc2ccccc2)nc(OCC#N)n1,5,10,-2,28,-3,4,8,102,-0.8
O=C1N(Cc2ccccc2)CCCC12CCCN(Cc1ccccc1)C2=O,-3,2,0,-21,-1,4,8,88,-1.1
O=C(NNc1c2ccccc2nc2ccccc12)c1ccc(Cl)cc1,-1,0,0,50,-9,0,-4,102,-1.3
O=C(NCC1CCCO1)c1ccc2c(c1)N(Cc1ccc(F)cc1)CCS2 (stereo unspecified),7,7,2,18,0,-6,-1,100,0.9
COCCn1c(SCC(=O)NC(=O)Cc2ccccc2)nc2ccccc2c1=O,-1,5,6,/,-5,1,/,/,-0.9
O=C(NN=C(Cc1ccccc1)Cc1ccccc1)c1ccccc1F,-5,1,2,15,-7,-2,4,99,-5.0
Cc1cc(NS(=O)(=O)c2ccc(NC(=O)CN3C(=O)NC(C)(c4ccccc4)C3=O)cc2)nc(C)n1 (stereo unspecified),0,2,3,/,-4,3,/,/,1.2

# For reference, some entries already given:
SMILES,CRFBP-R2 block,IDE act,IDE cell inh,PHOSPHO1 block,GalR3 antag,CHRM4 PAM,p-CIP stab down,MEKK3 PB1 HTS,CRFR2-BP ag
CC(=O)c1ccccc1OCC(=O)Nc1cccc(S(=O)(=O)N2CCCC2)c1,-5,1,-6,/,-1,-1,/,/,-0.1
Cn1c(NNC(=O)CCC2CCCCC2)cc(=O)n(C)c1=O,-12,1,2,4,/,10,-4,81,3.4

# (more compounds)
SMILES,CRFBP-R2 block,IDE act,IDE cell inh,PHOSPHO1 block,GalR3 antag,CHRM4 PAM,p-CIP stab down,MEKK3 PB1 HTS,CRFR2-BP ag
CCc1cccc(C)c1N1C(=O)CC(C)(C)CC1=O,-7,-7,0,38,7,-8,-3,89,-4.8
NC(=O)Oc1cccc(OC(N)=O)c1,-3,2,5,39,-7,2,10,106,0.0
C=CCn1c(SCC(=O)Nc2ccc(O)cc2)nc2sc(C)c(C)c2c1=O,-6,0,/,/,5,-7,/,/,0.7
COc1ccc(C2=Nn3c(nnc3-c3ccccc3Cl)SC2)cc1OCC1CC1,20,-3,4,/,1,-2,/,/,-1.1
CN(C)c1ccc(P(=O)(OC2CCCCC2)C(O)c2ccncc2)cc1 (stereo unspecified),-3,0,0,36,1,3,5,88,-0.6
Cc1cc(C)cc(NC(=O)c2cc(S(=O)(=O)N3CCCC3)cn2C)c1,11,1,-1,5,/,15,0,97,-3.5
Nc1cc(N)nc(SCC(=O)NCc2ccc3c(c2)OCO3)n1,-2,1,4,/,-5,5,/,/,-0.6
CCN(CC)c1ccc(NC(=O)Nc2cccc(C(C)=O)c2)cc1,-3,2,-2,74*,-3,-14,-7,101,-1.3

# Bioassay records from PubChem.
